HPDE-C7 cytotoxicity – HPDE-C7 pancreatic duct cell viability loss – fluorescence, HTS (AID 430) | HPDE-C7 pancreatic duct cells viability, fluorescence; higher % means a stronger effect | one-dose cytotoxicity, % at 10 µM; EC50 in µM for titrated hits | actives 1.8% (n = 63,000);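 further: cells exposed to compound for 48 hours before viability readout; 0% = vehicle and 100% = reference cytotoxic drug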
HPDE-C7K KRASV12 – cytotoxicity in KRAS-transformed pancreatic duct cells, primary screen, cell-based, fluorescence, HTS (AID 431); actives 1.7% (n = 63,000); cytotoxicity, % at 10 µM; hits with a dose series show EC50 in µM; HPDE-C7K KRASV12 cells, Alamar Blue viability, 48 h; higher % means a stronger effect;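 active means compounds whose percent cytotoxicity in the single-dose primary screen, scaled between solvent and toxic-drug controls, exceeds 50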;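 further: 0% = DMSO solvent wells and 100% = doxorubicin-treated wells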
HT1080 cytotoxicity – cytotoxicity in HT1080 fibrosarcoma cells, cell-based, fluorescence readout (AID 620); HT1080 viability, fluorescence; higher % means a stronger effect; actives 0.42% (n = 87,000); cytotoxicity, % at 10 µM, or EC50 in µM where a hit was titrated;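 further: cells exposed to compound overnight then 4 h with Alamar Blue; 0% = vehicle DMSO and 100% = killing control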
Spn DPM-DC inh – S. pneumoniae DPM-DC inhibition. calls only at 10 µM. purified DPM-DC, PK/LDH coupled NADH fluorescence. actives 0.49% (n = 65,000);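 active means the 320 compounds with the highest percent inhibition in the single-dose primary screen, excluding strongly autofluorescent ones, cut at about 32% in these data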;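 further: kinetic rate of NADH fluorescence loss reporting ADP formed by the decarboxylase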
Alkaline phosphatase – human TNAP enzyme inhibitors, biochemical, luminescent (AID 518) | purified TNAP enzyme, luminescent substrate readout; higher % means a stronger effect | inhibition, % at 20 µM, or IC50 in µM where a hit was titrated | actives 0.09% (n = 64,000); in the data active means a potency from the dose series; inactive means the rest, 99 in 100 with inhibition below about 22%;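 further: plate controls were vehicle for no effect and reference inhibitor for full effect; many of its hits are not listed in these tables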
Bfl-1 inhibitors – displacement of Bid BH3 peptide from Bfl-1 – biochemical, fluorescence polarization, FITC-Bid, mouse, primary screen (AID 432); FITC-Bid BH3 peptide fluorescence polarization displacement; higher % means a stronger effect; displacement, % at 20 µM, or IC50 in µM where a hit was titrated; actives 0.02% (n = 64,000); in the data active means a potency from the dose series; inactive means the rest, 99 in 100 with displacement below about 15%; further: strong numbers were not always called active
Spn PMK inh – S. pneumoniae PMK inhibition; purified PMK, PK/LDH-coupled NADH absorbance 340 nm; inhibition, % at 10 µM; actives 0.49% (n = 65,000); AID 539;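 active means top-ranked compounds by inhibition in the single 10 µM screen, taking a fixed number of the strongest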;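 further: 0% = full reaction with DMSO carrier and 100% = background rate without enzyme reaction; no value below 0 was filed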
Spn MK inh – inhibitors of Streptococcus pneumoniae mevalonate kinase; AID 555; purified MK, PK/LDH-coupled NADH absorbance 340 nm; inhibition, % at 10 µM; actives 0.48% (n = 65,000);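 active means ranked among the strongest by inhibition in the single 10 µM screen, a fixed top-ranked set picked for dose follow-up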; further: no value below 0 was filed
LYP inhibition – LYP phosphatase inhibitors, primary screen, biochemical, DiFMUP fluorescence, recombinant catalytic domain, 10 µM (AID 606) | recombinant LYP catalytic domain, DiFMUP fluorescence; higher % means a stronger effect | one-dose inhibition, % at 10 µM; IC50 in µM for titrated hits | 52,000 tested, under 10 active;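 active means IC50 under 40 µM in the dose-response test; inactive means IC50 of 40 µM or more, or never dose-tested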
Spn PMK inh pilot replicates – second read-out of Spn PMK inh, no call of its own (marks repeat the call); inhibition, %; measured here: pilot screen replicates
Spn MK inh pilot replicates – second read-out of Spn MK inh, no call of its own (marks repeat the call); inhibition, %; measured here: pilot screen replicates
Spn DPM-DC inh pilot screen % – also measured in Spn DPM-DC inh; calls as there; inhibition, %; measured here: pilot screen trials
The depositor's hits bear a star; i = inactive; . = no result given. Unless noted, no stated cut-off is given here; in the data, active means cytotoxicity above about 50%; inactive means the rest.

SMILES	HPDE-C7 cytotoxicity	HPDE-C7K KRASV12	HT1080 cytotoxicity	Spn DPM-DC inh	Alkaline phosphatase	Bfl-1 inhibitors	Spn PMK inh	Spn MK inh	LYP inhibition	others
Cc1nnc(NC2CCCCC2)[nH]c1=O	-4%	0%	4%	i	12%	-2%	5	3	.	Spn PMK inh pilot replicates=3.0;Spn MK inh pilot replicates=1.0;Spn DPM-DC inh pilot screen %=4.0
N#CC1=C(N)Oc2c(oc(CO)cc2=O)C1c1ccsc1 (stereo not drawn)	-20%	-9%	4%	i	15%	-1%	0	13	.
O=C1c2cccnc2C(Nc2ccc(S(=O)(=O)N3CCCCCC3)cc2)N1Cc1ccccc1 (stereo not drawn)	-11%	-1%	-1%	i	10%	3%	17	8	3%
CN(C)CCC(=O)c1ccc(Cl)cc1	22%	13%	9%	i	5%	-3%	15	7	11%
C=C(C)c1cccc(C(C)(C)NC(=O)N2CCN(c3ncccn3)CC2)c1	.	.	-9%	i	.	.	8	8	12%
Cn1c(C(=O)N2CCCC(C(=O)NCCN3CCOCC3)C2)cc2sccc21 (stereo not drawn)	-1%	-5%	-3%	i	11%	2%	15	7	8%
O=C(NCc1ccco1)c1ccccc1NC(=O)C1CC(=O)N(c2ccc(Cl)cc2)C1 (stereo not drawn)	7%	9%	8%	i	9%	-3%	4	6	-1%
Cc1nn(-c2ccccc2)cc1/C=N/O	-3%	8%	-2%	i	0%	0%	16	3	.
CC(C)=CC(=O)N1CCCc2ccccc21	-43%	-11%	-4%	i	7%	6%	3	8	4%	Spn PMK inh pilot replicates=0.0;Spn MK inh pilot replicates=0.0;Spn DPM-DC inh pilot screen %=0.0
CN1CCN(S(=O)(=O)c2ccc(NC(=O)C3CCCO3)cc2)CC1 (stereo not drawn)	1%	-10%	1%	i	10%	-9%	6	6	6%
O=C(OCCO)c1cc(Cl)c(C(=O)OCCO)cc1Cl	-11%	4%	-3%	i	6%	-6%	4	9	-6%
Cc1onc(-c2ccccc2)c1C(N)=O	15%	50%*	4%	i	21%	-4%	0	0	.	Spn PMK inh pilot replicates=6.0;Spn MK inh pilot replicates=1.0;Spn DPM-DC inh pilot screen %=2.0
CCOc1c(C)cc2[nH]c(CCC(=O)O)nc2c1C	0%	5%	-4%	i	10%	-6%	11	2	.	Spn PMK inh pilot replicates=4.0;Spn MK inh pilot replicates=0.0;Spn DPM-DC inh pilot screen %=3.0
Cc1nc2ccc(S(=O)(=O)N(C)CC(=O)N3CCc4ccccc4C3)cc2s1	-1%	4%	0%	i	10%	0%	12	0	6%
Cc1cccc(-c2nc(C#N)c(N3CCCCCC3)o2)c1	2%	-3%	-12%	.	10%	3%	6	8	4%
O=C(Nc1ncnc2c1CCC2)C12CC3CC(CC(C3)C1)C2	3%	3%	-12%	i	10%	-30%	16	9	.
NC(=O)CSc1nnc(C2CC2)n1Cc1ccccc1	-14%	-8%	-12%	i	-3%	-4%	12	7	-5%
COc1ccc(C2C(CC(=O)O)=C(O)C(=O)N2c2ccccc2)cc1 (stereo not drawn)	8%	2%	10%	i	10%	-8%	4	0	.
COc1ccc(C(c2nnnn2C2CCCC2)N2CCC(C)CC2)cc1 (stereo not drawn)	.	.	-17%	i	8%	4%	12	2	-7%
COC(=O)CSc1nnc(C2COc3ccccc3O2)n1-c1ccccc1 (stereo not drawn)	3%	4%	-4%	i	2%	0%	1	4	-1%
CC(C)C(c1nnnn1CC1CCCO1)N1CCN(Cc2ccc3c(c2)OCO3)CC1 (stereo not drawn)	-3%	14%	0%	i	14%	4%	3	10	1%	Spn PMK inh pilot replicates=2.5;Spn MK inh pilot replicates=0.0;Spn DPM-DC inh pilot screen %=0.0
Cc1ccc(C)c(S(=O)(=O)N2CCC(c3nc4c(nnn4Cc4ccc(F)cc4)c(=O)[nH]3)CC2)c1	42%	40%	0%	i	-2%	-6%	15	0	6%
Cc1cc(C)nc(N2CCC(CNC(=O)CCc3ccccc3)CC2)n1	-11%	-1%	1%	i	10%	0%	8	5	.
Cn1cnc2cc(NS(=O)(=O)c3ccc(Br)cc3)ccc21	9%	16%	25%	i	20%	2%	0	5	11%
COc1cc(-c2nnc(SCC(=O)Nc3cc(C)on3)n2C)cc(OC)c1O	-2%	-7%	-6%	i	6%	-7%	0	0	5%
CCCCN(CC)C(=O)C1CCC(=O)N(c2ccc(OC)cc2)C1c1ccc(OC)c(OC)c1 (stereo not drawn)	-15%	-3%	-17%	i	-2%	1%	0	10	.
CCCN(CCC)S(=O)(=O)c1ccc(C(=O)NCc2ccc3c(c2)OCO3)cc1	-15%	-22%	4%	i	1%	3%	0	1	5%
O=C(CSc1nc(-c2ccccc2)cc(=O)[nH]1)Nc1ccccn1	-6%	2%	0%	i	6%	-9%	9	11	-4%
CCc1nnc(NC(=O)CSc2nnc(C)n2CC2CCCO2)s1 (stereo not drawn)	-3%	-7%	37%	i	10%	-3%	5	10	-7%
Cc1ccc(C)c(NS(=O)(=O)c2cc(C(N)=O)ccc2C)c1	11%	-1%	.	i	6%	-6%	7	9	10%
N#Cc1cccc(NC(=O)Nc2cccs2)c1	5%	8%	0%	i	7%	-5%	10	3	6%
Cc1ccc(NC(=O)Cn2cccc2)cc1Cl	-9%	-6%	16%	i	17%	0%	7	5	-1%	Spn PMK inh pilot replicates=6.0;Spn MK inh pilot replicates=0.5;Spn DPM-DC inh pilot screen %=0.5
COCN(C#N)c1nc(OC)nc(OC)n1	0%	-6%	4%	i	8%	-4%	7	7	7%
O=C(Nc1ccccn1)c1cccc(S(=O)(=O)N2CCOCC2)c1	6%	-11%	-8%	i	0%	-7%	6	10	17%
CCCCC(CC)C(=O)Nc1ccc(Cl)cn1 (stereo not drawn)	-28%	-4%	-5%	i	9%	3%	14	7	12%	Spn PMK inh pilot replicates=4.5;Spn MK inh pilot replicates=0.0;Spn DPM-DC inh pilot screen %=3.5
CCOC(=O)C(Cc1c[nH]c2ccccc12)NC(=O)c1ccco1 (stereo not drawn)	3%	12%	-1%	i	7%	-1%	6	6	17%
CCOC(=O)Cc1csc(NC(=O)CSc2nnnn2-c2ccc(CC)cc2)n1	4%	-4%	0%	i	8%	1%	9	4	-6%
CCCCOc1[nH]c2nc(-c3ccco3)n(Cc3ccco3)c(=N)c2c1C#N	-5%	5%	4%	i	16%	7%	12	10	12%
CCn1cc(C(=O)NC2CCCC2)c(=O)c2cc(S(=O)(=O)N3CCOCC3)ccc21	2%	-7%	5%	i	9%	-9%	12	9	0%
COc1ccc(CCNC2CC(=O)N(CCc3ccccc3)C2=O)cc1OC (stereo not drawn)	-9%	-9%	-12%	i	10%	5%	0	7	-5%

Continued; it opens with the 3 that closed the last part.
SMILES	HPDE-C7 cytotoxicity	HPDE-C7K KRASV12	HT1080 cytotoxicity	Spn DPM-DC inh	Alkaline phosphatase	Bfl-1 inhibitors	Spn PMK inh	Spn MK inh	LYP inhibition	others
CCCCOc1[nH]c2nc(-c3ccco3)n(Cc3ccco3)c(=N)c2c1C#N	-5%	5%	4%	i	16%	7%	12	10	12%
CCn1cc(C(=O)NC2CCCC2)c(=O)c2cc(S(=O)(=O)N3CCOCC3)ccc21	2%	-7%	5%	i	9%	-9%	12	9	0%
COc1ccc(CCNC2CC(=O)N(CCc3ccccc3)C2=O)cc1OC (stereo not drawn)	-9%	-9%	-12%	i	10%	5%	0	7	-5%
COc1ccccc1C1C=C(c2ccc(Cl)cc2)Nc2nc(NS(C)(=O)=O)nn21 (stereo not drawn)	3%	-2%	18%	.	1%	9%	9	5	0%
CCCOc1ccc(C2C(C#N)=C(N)Oc3nc[nH]c(=O)c32)cc1OC (stereo not drawn)	9%	2%	-13%	i	4%	1%	10	15	6%
Cc1cccc(NC(=O)CN(C)S(=O)(=O)c2ccc(Cl)cc2)n1	-15%	-8%	3%	i	6%	-4%	8	11	4%
CC(C)C(C(=O)Nc1cccnc1)N1C(=O)c2ccccc2C1=O (stereo not drawn)	-14%	-4%	0%	i	14%	0%	7	3	-11%
COC(=O)c1[nH]c2cc(OC)c(OC)cc2c1NC(=O)CN1CCN(Cc2ccccc2)CC1	-14%	4%	-1%	.	3%	5%	15	3	11%
CCn1c(=O)cc(SCC(=O)Nc2cccnc2)c2ccccc21	-12%	0%	-8%	i	8%	3%	14	1	4%	Spn PMK inh pilot replicates=0.5;Spn MK inh pilot replicates=0.0;Spn DPM-DC inh pilot screen %=2.5
C=CCNC(=O)C1CCN(S(=O)(=O)c2ccc(Br)cc2)CC1	-34%	-31%	6%	i	10%	-6%	5	7	12%
Cc1cc(C)c2nc(SCCC#N)nc(C)c2c1	5%	-2%	-5%	i	8%	-8%	0	5	10%
Cn1cc(Cl)c(C(=O)NC2CCCCCC2)n1	3%	-3%	-6%	i	4%	5%	0	5	11%
Cc1ccc2cc(C(c3nnnn3C3CCCC3)N3CCN(c4ccccc4)CC3)c(=O)[nH]c2c1 (stereo not drawn)	0%	1%	-21%	i	6%	1%	6	6	1%
CCc1ccc(C(=O)N2CCCC2)s1	-1%	-10%	-2%	i	2%	0%	0	0	4%
CCN(CC)C(=O)C(C)N(C#N)c1nc(NC(C)C)nc(NC(C)C)n1 (stereo not drawn)	3%	-1%	-2%	i	13%	-8%	0	12	3%
CC(C)(C)c1[nH]nc2c1C(Cc1ccccc1)C(C#N)=C(N)O2 (stereo not drawn)	-9%	2%	0%	i	5%	6%	7	12	19%
CCCC1C2CN(C(C)C)CC=C2C(C#N)=C(N)C1(C#N)C#N (stereo not drawn)	6%	-6%	-4%	i	19%	107%	6	8	4%
Cc1ccc(S(=O)(=O)NC2=NCN(CCN3CCOCC3)CN2)cc1	4%	-1%	10%	i	5%	-1%	3	10	.
COc1cccc(CN(C(=O)c2ccco2)C(C(=O)NC2CCCC2)c2cccnc2)c1 (stereo not drawn)	-7%	-6%	-8%	i	-1%	-7%	14	6	7%
CSc1ccccc1NC(=O)c1cc(-c2cccs2)on1	0%	-1%	-2%	i	11%	-9%	11	3	-13%
CC1CC(C(O)c2ccccn2)C(=O)C(C(O)c2ccccn2)C1 (stereo not drawn)	-10%	-2%	7%	i	2%	0%	2	3	.
Cc1noc(C)c1S(=O)(=O)N1CCC(C(=O)NCCN2CCC(C)CC2)CC1	-1%	-4%	.	i	1%	12%	13	0	8%
CCOC(=O)C1CCN(C(=O)CC(NS(=O)(=O)c2ccc(OC)cc2)C(C)C)CC1 (stereo not drawn)	-16%	-16%	6%	i	-6%	-15%	0	10	1%
CSc1nc(C)cc(Oc2ccc(=O)n(C)n2)n1	3%	4%	-1%	i	13%	0%	7	5	1%	Spn PMK inh pilot replicates=1.5;Spn MK inh pilot replicates=0.5;Spn DPM-DC inh pilot screen %=0.0
Cn1c2ccccc2c2c(C(=O)O)cn(C3CCCC3)c(=O)c21	-21%	-3%	0%	.	10%	2%	2	10	9%

High-throughput results (PubChem)
